CAL PDZ FP-1 = CAL PDZ peptide-binding inhibitors, primary screen, biochemical, fluorescence polarization, Cer-tagged CAL PDZ, HTS; purified CAL PDZ, TMR-peptide fluorescence polarization, 1 h; Golgi-associated PDZ and coiled-coil motif-containing protein (Homo sapiens), Q9HD26; inhibition, % at 20 µM; AID 504414, 2011; hit rate 0.02% among 330,000;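 active means highest replicate inhibition of at least 40%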;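 further: plate controls were DMSO neutral control wells for no effect and unlabeled competitor peptide control wells for full effect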
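Read-out basis: mP drop reported as inhibition | Assay system: Tagged CAL PDZ protein CerCALP, purified | Benchmarks: Unlabelled peptide for full inhibition, DMSO wells as neutral | Schedule: 1 h incubation at room temperature before polarization reading | Buffer or medium: Sodium phosphate/NaCl buffer pH 7.4 with TCEP, IgG, Thesit | Doses: Single point, 20 µM | Measured by: Fluorescence polarization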
CAL PDZ FP-2 = untagged CAL PDZ binding inhibitors, primary screen, biochemical, fluorescence polarization, HTS; Golgi-associated PDZ and coiled-coil motif-containing protein (Homo sapiens), Q9HD26; purified CAL PDZ, TMR-peptide fluorescence polarization, 1 h; inhibition, % at 24.9 µM; hit rate 0.92% among 300,000; AID 602252, 2012;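 active means mean inhibition of at least 30% with at least half of replicates also reaching 30%; inconclusive means no clear call, values can overlap the other calls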;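 further: 0% = DMSO neutral control and 100% = excess unlabeled competitor peptide PRC23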
Tat transport = E. coli Tat export inhibitors, primary screen, MC4100, TorA-mCherry reporter, fluorescence, single point | hit rate 0.036% among 340,000 | inhibition, % at 10 µM;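 active means mean replicate inhibition at least 50% and at least half of replicates individually reaching 50%; inconclusive means only one of the two criteria met; inactive means neither criterion met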;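 further: exported cargo escapes ClpAP degradation while cytoplasmic cargo is degraded and loses fluorescence; 0% = median of neutral control wells and 100% = median of NaSCN control wells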
SR-BI DiI inh = inhibitors of SR-BI mediated HDL lipid uptake, primary screen, ldlA[mSR-BI] cells, fluorescence, single point. Scavenger receptor class B member 1 (Mus musculus), Q61009. ldlA[mSR-BI] CHO cells, DiI-HDL uptake fluorescence, 3 h. inhibition, % at 12.5 µM. hit rate 0.96% among 320,000. AID 488896, 2010;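 active means mean replicate inhibition of at least 70% and a set share of replicates each scoring 70 or more; inconclusive means meets just one of the two criteria; inactive means fails both criteria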;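 further: 0% = median of neutral control wells and 100% = median of positive control wells; values of inactives mirror those of a sister screen read the other way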
Target sequence (Q61009 whole entry, looked up): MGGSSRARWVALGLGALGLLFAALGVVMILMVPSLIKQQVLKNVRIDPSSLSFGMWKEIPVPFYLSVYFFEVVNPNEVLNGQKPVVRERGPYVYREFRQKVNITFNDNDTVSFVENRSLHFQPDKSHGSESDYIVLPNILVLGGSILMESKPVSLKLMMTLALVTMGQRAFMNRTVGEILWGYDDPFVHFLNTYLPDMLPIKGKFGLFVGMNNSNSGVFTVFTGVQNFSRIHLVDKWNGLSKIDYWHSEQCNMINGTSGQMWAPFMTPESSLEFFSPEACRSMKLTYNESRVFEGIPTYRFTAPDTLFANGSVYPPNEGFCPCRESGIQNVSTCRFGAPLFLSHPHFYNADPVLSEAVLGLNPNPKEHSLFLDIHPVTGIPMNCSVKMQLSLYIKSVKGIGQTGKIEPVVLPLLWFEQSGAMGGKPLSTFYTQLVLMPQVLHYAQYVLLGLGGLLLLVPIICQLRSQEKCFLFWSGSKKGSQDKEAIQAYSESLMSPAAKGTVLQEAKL
MITF TRPM1 HTS = activators of MITF-driven TRPM1 promoter reporter, primary screen, cell-based, SK-MEL-5, luciferase, single point. SK-MEL-5 TRPM1-promoter luciferase, 24 h; % of positive control, neutral wells = 0. activation, % at 12.5 µM. hit rate 0.75% among 300,000;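 active means mean activation of at least 80% with every replicate also reaching 80%; inconclusive means mean reaches 80% but some replicate falls short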;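 further: 0% = neutral control wells and 100% = parthenolide positive control wells; values of inactives mirror those of a sister screen read the other way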
Wnt bcat act = Wnt/beta-catenin pathway activators, primary screen, cell-based, plate reader, single point. Wnt/beta-catenin reporter cell assay, activator. activation, % at 9.35 µM. hit rate 1.2% among 300,000. AID 743398, 2014; in the data active means activation above about 30%, passing the limit was not always enough; inconclusive means no clear call, values can overlap the other calls;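 further: 0% = neutral control wells and 100% = positive control wells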
phage Ecoli inh = growth loss of phage-infected E. coli, primary screen, RecBCD inhibitor project, absorbance, with phage, HTS | AID 651602, 2012 | inhibition, % at 11.9 µM | hit rate 0.26% among 360,000; in the data active means inhibition above about 11%
AddAB inh = growth inhibition of E. coli expressing H. pylori AddAB, primary screen, AddAB inhibitor project, absorbance; hit rate 0.29% among 330,000; inhibition, % at 11.9 µM; in the data active means inhibition above about 12%;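 further: 0% = vehicle wells of infected cells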
Ecoli viability = E. coli V3065 growth inhibition, primary screen, counter-screen for AddAB inhibitor project, absorbance, OD600; 18 h; AID 449728, 2010; inhibition, % at 11.9 µM; hit rate 0.27% among 330,000;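 active means inhibition above the campaign's mean inhibition across all tested compounds plus 3 SD, cut at about 9.9% in these data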;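 further: uninfected addAB+ strain grown without phage in ampicillin broth; 0% = DMSO wells and 100% = ciprofloxacin 0.95 µg/ml wells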
SR-BI uptake up = activators of SR-BI mediated DiI-HDL uptake, primary screen, ldlA[mSR-BI] CHO cells, DiI fluorescence; 3 h; 100 = double the neutral-control signal; activation, % at 12.5 µM; hit rate 0.096% among 320,000; AID 504775, 2011;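 active means mean replicate activation of at least 60% and every replicate at or above 60%; inconclusive means mean or all-replicate condition met, but not both; inactive means mean below 60% and not all replicates reaching 60%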;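 further: 0% = median plate neutral-control signal and 100% = twice that signal; values of inactives mirror those of a sister screen read the other way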
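material = CHO ldlA[mSR-BI] cells | medium = Ham's F12 with 0.5% BSA, HEPES 25 mM, pH 7.4 | reagent = fluorescent DiI-HDL, 10 µg/mL final | compound dosing = single-point compound dose | incubation = 3 h, 37 °C | measured by = bottom-read fluorescence, 550/595 nm | measure = HDL uptake via cellular fluorescence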
Starred values were filed as active, the others as inactive. Compounds as they come; overall some 3.6% were active at least once.

Results for O=C(CN1C(=O)C2CCCCC2C1=O)Nc1ccc(OC(F)F)c(Cl)c1 (stereo not drawn) ?
CAL PDZ FP-1: -2.2; CAL PDZ FP-2: -5; Tat transport: 2; SR-BI DiI inh: -19; MITF TRPM1 HTS: 5; Wnt bcat act: -4; phage Ecoli inh: 6.3; AddAB inh: 0.5; Ecoli viability: 3.2; SR-BI uptake up: 19

Results for O=C1N[C@H](Cc2ccccc2)COC(=O)[C@@H](Cc2ccc(F)cc2)CC/C=C/C[C@H]1CC(=O)N(CCO)Cc1ccccc1 ?
CAL PDZ FP-1: -1.8; CAL PDZ FP-2: -3; Tat transport: 14; SR-BI DiI inh: 7; MITF TRPM1 HTS: -6; Wnt bcat act: 7; phage Ecoli inh: 0.8; AddAB inh: -2.1; Ecoli viability: -1.3; SR-BI uptake up: -7

Results for CC(C)C(C(=O)NCc1ccco1)N(CC1CCCO1)C(=O)CNS(=O)(=O)c1ccc(F)cc1 (stereo not drawn) ?
CAL PDZ FP-1: -0.8; CAL PDZ FP-2: -2; Tat transport: -4; Wnt bcat act: -4; AddAB inh: 2.5; Ecoli viability: 0.8

How did O=C(Nc1cnn(Cc2ccc(F)cc2)c1)c1noc2c1CCCC2 do in these assays?
CAL PDZ FP-1: -1.9; CAL PDZ FP-2: -2; Tat transport: 3; MITF TRPM1 HTS: 69; Wnt bcat act: inconclusive; phage Ecoli inh: 1.2; AddAB inh: 1.3; Ecoli viability: -1.0

What do the screens show for `CN(C)c1ccc(/C=N/NC(=O)c2sccc2-n2cccc2)cc1`?
CAL PDZ FP-1: 1.1; Tat transport: 2; SR-BI DiI inh: 4; MITF TRPM1 HTS: 24; Wnt bcat act: 12; phage Ecoli inh: 3.5; AddAB inh: -1.0; Ecoli viability: -1.2; SR-BI uptake up: -4

What do the screens show for `Cc1ccc(NC2CCCN(C(=O)c3cc(C(C)C)[nH]n3)C2)cc1C` (stereo not drawn)?
CAL PDZ FP-1: 1.0; CAL PDZ FP-2: -5; Tat transport: 4; SR-BI DiI inh: -3; MITF TRPM1 HTS: 3; Wnt bcat act: 0; phage Ecoli inh: 1.6; SR-BI uptake up: 3

What do the screens show for `COc1ccccc1C(C(=O)NC1CCCC1)N(C(=O)c1csnn1)C1CC1` (stereo not drawn)?
CAL PDZ FP-1: -3.1; CAL PDZ FP-2: 0; Tat transport: -6; SR-BI DiI inh: -14; MITF TRPM1 HTS: 3; Wnt bcat act: -1; phage Ecoli inh: 1.1; AddAB inh: 3.6; Ecoli viability: 0.4; SR-BI uptake up: 14

How did CCOc1ccccc1NC1=CC(=O)CC(c2ccccc2)C1 (stereo not drawn) do in these assays?
CAL PDZ FP-1: 0.1; Tat transport: -8; SR-BI DiI inh: 18; Wnt bcat act: -3; phage Ecoli inh: 0.2; AddAB inh: 1.9; Ecoli viability: -0.5; SR-BI uptake up: -18

What do the screens show for `Cc1cc(NS(=O)(=O)c2ccc(NC(=O)COc3ccc(Cl)cc3)cc2)no1`?
CAL PDZ FP-1: -1.0; CAL PDZ FP-2: -3; Tat transport: 1; MITF TRPM1 HTS: -5; phage Ecoli inh: 4.0; AddAB inh: 0.1; Ecoli viability: 3.8

What do the screens show for `CCN(CC)C(=O)c1ccc(Cn2cc([N+](=O)[O-])cn2)o1`?
CAL PDZ FP-1: -2.2; CAL PDZ FP-2: -3; Tat transport: 10; SR-BI DiI inh: -3; MITF TRPM1 HTS: -3; phage Ecoli inh: 7.3; AddAB inh: 5.1; Ecoli viability: -0.2; SR-BI uptake up: 3

Results for Cc1ccc(-n2c(C)cc(C(=O)COc3cccnc3[N+](=O)[O-])c2C)cc1 ?
CAL PDZ FP-1: -0.3; CAL PDZ FP-2: -3; Tat transport: 2; SR-BI DiI inh: 20; MITF TRPM1 HTS: -44; Wnt bcat act: -1; phage Ecoli inh: 2.0; AddAB inh: 0.2; Ecoli viability: 1.6; SR-BI uptake up: -20

What do the screens show for `COc1ccccc1C(=O)N1CCN(c2cccc(C(F)(F)F)c2)CC1`?
CAL PDZ FP-1: -4.5; CAL PDZ FP-2: -16; Tat transport: 7; SR-BI DiI inh: 23; MITF TRPM1 HTS: -16; phage Ecoli inh: 1.4; AddAB inh: 0.9; Ecoli viability: -1.4; SR-BI uptake up: -23

Results for COc1ccc(NC(=O)C2CCCN2C(=O)OC(C)(C)C)cc1 (stereo not drawn) ?
CAL PDZ FP-1: -0.3; CAL PDZ FP-2: 3; Tat transport: -9; SR-BI DiI inh: -13; MITF TRPM1 HTS: 2; Wnt bcat act: 0; phage Ecoli inh: 2.2; AddAB inh: 0.8; Ecoli viability: -2.6; SR-BI uptake up: 33

What do the screens show for `COc1ccc(CNC(=O)C(c2ccc(C)o2)N(Cc2cccs2)C(=O)Cc2cccs2)cc1` (stereo not drawn)?
CAL PDZ FP-1: -0.9; Tat transport: 11; SR-BI DiI inh: -26; MITF TRPM1 HTS: -8; Wnt bcat act: 16; phage Ecoli inh: 2.9; AddAB inh: 0.8; Ecoli viability: -2.8; SR-BI uptake up: 26

How did Cc1ncc([N+](=O)[O-])n1CC(=O)NC(C)(C)C do in these assays?
CAL PDZ FP-1: -0.9; CAL PDZ FP-2: -1; Tat transport: 0; SR-BI DiI inh: -31; MITF TRPM1 HTS: -2; Wnt bcat act: -1; phage Ecoli inh: 3.8; AddAB inh: 0.3; Ecoli viability: 0.3; SR-BI uptake up: 31

Results for Cc1cccc(OCCC(=O)Nc2cc(S(=O)(=O)N3CCCCC3)ccc2N2CCOCC2)c1 ?
CAL PDZ FP-1: -0.9; CAL PDZ FP-2: 10; Tat transport: 2; SR-BI DiI inh: -5; MITF TRPM1 HTS: -3; Wnt bcat act: -1; phage Ecoli inh: 1.5; AddAB inh: -1.8; Ecoli viability: -0.1; SR-BI uptake up: 5

How did O=C(NCc1cccnc1)c1nc(-c2ccc(C(F)(F)F)cc2)no1 do in these assays?
CAL PDZ FP-1: -1.0; CAL PDZ FP-2: 4; Tat transport: 2; SR-BI DiI inh: -22; MITF TRPM1 HTS: -3; Wnt bcat act: -3; phage Ecoli inh: 2.6; AddAB inh: -0.2; Ecoli viability: 1.4; SR-BI uptake up: 22

How did O=C(NN=Cc1ccccc1)C(Oc1ccccc1)c1ccccc1 (stereo not drawn) do in these assays?
CAL PDZ FP-1: -0.3; CAL PDZ FP-2: 1; Tat transport: 4; SR-BI DiI inh: 9; MITF TRPM1 HTS: -5; Wnt bcat act: -6; phage Ecoli inh: 3.6; SR-BI uptake up: -9

How did CC(C)C(=O)Nc1nnc(SCC(=O)N2c3ccccc3CC2C)s1 (stereo not drawn) do in these assays?
CAL PDZ FP-1: -2.3; CAL PDZ FP-2: -1; Tat transport: -7; SR-BI DiI inh: 28; Wnt bcat act: 1; phage Ecoli inh: 0.9; AddAB inh: -1.4; Ecoli viability: -2.2; SR-BI uptake up: -28

Results for CCOc1cc(N2CCOCC2)c(OCC)cc1NC(=O)c1ccc(OC)c(S(=O)(=O)N2CCOCC2)c1 ?
CAL PDZ FP-1: -0.6; Tat transport: -2; SR-BI DiI inh: 66; MITF TRPM1 HTS: 8; Wnt bcat act: -2; phage Ecoli inh: 2.2; AddAB inh: -2.1; Ecoli viability: -3.2; SR-BI uptake up: -66

What do the screens show for `Cc1ccc(S(=O)(=O)Nc2nc(C)cc(-n3nc(C)cc3C)n2)cc1`?
CAL PDZ FP-1: -1.0; CAL PDZ FP-2: -2; Tat transport: 3; SR-BI DiI inh: -22; MITF TRPM1 HTS: 2; phage Ecoli inh: 0.2; AddAB inh: 2.0; Ecoli viability: 1.4; SR-BI uptake up: 22

Results for Oc1c(Cl)cc(Cl)cc1CNn1cnnc1 ?
CAL PDZ FP-1: -0.3; CAL PDZ FP-2: -1; Tat transport: -3; SR-BI DiI inh: -21; MITF TRPM1 HTS: -2; Wnt bcat act: 1; phage Ecoli inh: 0.9; AddAB inh: 0.3; Ecoli viability: -0.5; SR-BI uptake up: 21

Results for CCC(CC)C(=O)c1c[nH]c(C(=O)NCc2ccccc2)c1 ?
CAL PDZ FP-1: -1.4; CAL PDZ FP-2: -5; Tat transport: 5; SR-BI DiI inh: -25; MITF TRPM1 HTS: 1; Wnt bcat act: 2; phage Ecoli inh: -0.6; AddAB inh: -0.5; Ecoli viability: -5.5; SR-BI uptake up: 25

How did CCC(C)NC(=O)c1cc2c(=O)n3ccccc3nc2s1 (stereo not drawn) do in these assays?
CAL PDZ FP-1: -1.7; CAL PDZ FP-2: -2; Tat transport: -4; SR-BI DiI inh: 3; MITF TRPM1 HTS: 30; Wnt bcat act: 9; phage Ecoli inh: 2.4; AddAB inh: 0.5; Ecoli viability: -0.1; SR-BI uptake up: -3

How did CC(C)N1CCN(C(=O)c2ccc([N+](=O)[O-])cc2)CC1 do in these assays?
Wnt bcat act: -1; phage Ecoli inh: 1.1; AddAB inh: -0.8; Ecoli viability: -2.0

Results for N#Cc1ccc(COC(=O)c2ccc(N3CCCC3)c([N+](=O)[O-])c2)cc1 ?
CAL PDZ FP-1: -1.6; CAL PDZ FP-2: -5; Tat transport: 5; SR-BI DiI inh: 26; MITF TRPM1 HTS: -3; Wnt bcat act: -5; phage Ecoli inh: 3.5; AddAB inh: -0.9; Ecoli viability: -1.1; SR-BI uptake up: -26

What do the screens show for `O=C1C(c2ccc(F)cc2)N(Cc2ccc3c(c2)OCO3)C(=O)CN1C1CCCC1` (stereo not drawn)?
CAL PDZ FP-1: -0.4; CAL PDZ FP-2: -2; Tat transport: 3; SR-BI DiI inh: -20; MITF TRPM1 HTS: 9; phage Ecoli inh: 2.2; AddAB inh: 1.3; Ecoli viability: 1.7; SR-BI uptake up: 20

Results for Cc1cc(C)n2nc3nc(N4CCCC4)nc(-c4ccccc4)c3c2n1 ?
CAL PDZ FP-1: -1.7; Tat transport: 9; SR-BI DiI inh: -10; MITF TRPM1 HTS: 2; AddAB inh: 2.2; Ecoli viability: -3.7; SR-BI uptake up: 10

What do the screens show for `O=C(COc1ccccc1F)NCc1ccc(-n2cccc2)cc1`?
CAL PDZ FP-1: -0.1; CAL PDZ FP-2: 3; Tat transport: -3; SR-BI DiI inh: -9; MITF TRPM1 HTS: 7; Wnt bcat act: -1; phage Ecoli inh: -0.2; AddAB inh: 2.5; Ecoli viability: 0.1; SR-BI uptake up: 9

From PubChem
